Screening results from PubChem BioAssay.
Kir21 inh – blocks the mouse Kir2.1 inward-rectifier potassium channel; P35561; HEK293-Kir2.1, FluxOR thallium flux fluorescence; active compounds read low; B-score at 10 µM; 0.85% of 310,000 active;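 active means fluorescence ratio B-score at or below minus 3 SD of library scores, with starting-brightness B-score within 2 SD, cut at about -4.2 in these data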;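 further: channel flux triggered by added potassium and thallium sulfate stimulus; B-score of peak minus minimum fluorescence over baseline after thallium stimulus; more negative B-score means stronger Kir2.1 block with less thallium influx; some compounds called inactive have numbers as strong as hits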
Target sequence (P35561 whole entry, looked up): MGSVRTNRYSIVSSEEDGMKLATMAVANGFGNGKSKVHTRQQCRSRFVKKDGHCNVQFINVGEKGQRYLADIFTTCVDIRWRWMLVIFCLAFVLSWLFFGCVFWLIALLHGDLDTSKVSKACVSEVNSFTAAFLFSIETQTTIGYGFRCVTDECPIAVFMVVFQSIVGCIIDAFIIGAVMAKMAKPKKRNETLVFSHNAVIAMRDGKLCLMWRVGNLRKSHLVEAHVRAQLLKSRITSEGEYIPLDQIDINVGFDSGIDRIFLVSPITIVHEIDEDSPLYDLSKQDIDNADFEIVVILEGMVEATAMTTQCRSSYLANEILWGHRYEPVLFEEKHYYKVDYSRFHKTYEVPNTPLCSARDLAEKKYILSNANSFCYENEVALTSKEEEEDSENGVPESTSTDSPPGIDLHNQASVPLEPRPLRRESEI
KCNQ2 block – KCNQ2 potassium channel inhibitors, primary screen, cell-based, CHO-K1, FluxOR thallium flux, B-score (AID 2156); O88943; 20 min; active compounds read low; B-score at 10 µM; 1.1% of 310,000 active;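 active means fluorescence ratio B-score at most minus 3 library SDs, with starting brightness B-score within 2 library SDs, cut at about -5.5 in these data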
STK33 inh – human STK33 kinase inhibition. Q9BYT3. purified STK33, MBP phosphorylation, ADP-Glo luminescence. inhibition, % at 10 µM. 0.073% of 320,000 active. AID 2661;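 active means inhibition at or above 25%, using the most active replicate where run in duplicate; inactive means inhibition below 25%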
Target sequence (Q9BYT3 whole entry, looked up): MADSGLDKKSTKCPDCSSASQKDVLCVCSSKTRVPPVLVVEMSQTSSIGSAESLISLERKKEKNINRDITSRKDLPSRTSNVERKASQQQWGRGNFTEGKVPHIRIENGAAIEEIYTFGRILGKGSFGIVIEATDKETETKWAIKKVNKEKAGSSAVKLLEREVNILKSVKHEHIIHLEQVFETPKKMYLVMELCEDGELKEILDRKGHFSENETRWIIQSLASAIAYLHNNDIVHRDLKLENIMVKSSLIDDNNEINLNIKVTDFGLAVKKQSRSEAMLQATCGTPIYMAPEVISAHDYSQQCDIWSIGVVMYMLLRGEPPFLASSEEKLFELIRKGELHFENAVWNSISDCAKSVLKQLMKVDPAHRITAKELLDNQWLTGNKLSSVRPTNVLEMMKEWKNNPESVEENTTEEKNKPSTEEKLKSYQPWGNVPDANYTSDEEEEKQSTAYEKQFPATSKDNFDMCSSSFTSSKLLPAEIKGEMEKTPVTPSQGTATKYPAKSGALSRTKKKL
An asterisk follows results filed as active; i = inactive; . = not tested or not shown; & = joins results of further samples.

SMILES	Kir21 inh	KCNQ2 block	STK33 inh
O=C1c2ccccc2S(=O)(=O)c2cc(C(=O)N3CCC(O)CC3)ccc21	1.8	i	0.3
CN(CCCNC(=O)CCC(=O)N1CCOc2ccccc21)Cc1ccccc1	0.96	i	-0.5
O=C(NCCC1=CCCCC1)c1cc(S(=O)(=O)N2CCOCC2)ccc1F	0.29	i	-1.5
CCN(Cc1ccccc1)C(=O)Cn1c(=O)n(CCC(=O)N2CCCCC2)c(=O)c2sccc21	-0.68	i	0.2
COc1cc(NC(=O)Cn2c(C)cc3ccccc3c2=O)cc(OC)c1OC	-0.3	i	-1.1
CN1CCN(C(=O)c2cc3c(s2)-c2ccccc2S(=O)(=O)C3)CC1	0.17	i	0.6
O=c1c2ccccc2nc(/C=C/c2cccnc2)n1Cc1ccccc1	0.82	i	.
CCOC(=O)c1c(C)[nH]c(C(=O)OCCOc2ccccc2C)c1C	0.86	i	.
COc1ccccc1-c1nnc(C2CCN(S(=O)(=O)c3ccc([N+](=O)[O-])cc3)CC2)o1	-0.32	i	-2.3
COc1cc(-c2cc[n+](C)cc2)ccc1O	-0.74	i	0.4
Cc1cccc(NS(=O)(=O)c2c(C)[nH]c(C)c2C(=O)N2CCCC2)c1	-0.23	i	-2.7
CC1=C(C#N)c2nc(N)c(C#N)c(C)c2/C1=C\c1ccc(OCC(=O)O)c(Cl)c1	1.4	i	3.8
Cc1ccc(NC(=O)c2ccc(C(C)(C)C)cc2)cc1-n1cnnn1	0.87	i	-2.0
COc1ccc(OCC(O)CN2CCOCC2)cc1 (stereo not given)	0.41	i	-1.4
COc1ccc(/C=C/c2cc(C(F)(F)F)[nH]c(=O)n2)cc1OC	-1.2	i	-2.0
CCn1c(NCc2ccccn2)nc2ccccc21	-0.06	i	0.7
C/C=C/C(=O)Nc1cccc(C2=NOC3(C2)C[C@H](C(N)=O)N(C(=O)/C=C/C)C3)c1 (stereo not given in full)	1.2	i	-0.9
Oc1ccc(Cl)cc1CNc1ccccn1	-0.8	i	1.3
O=C(Nc1nnc(C2COc3ccccc3O2)o1)c1ccc(F)cc1 (stereo not given)	-0.13	i	-0.9
CCCc1nc2oc3cc(OC)ccc3c(=O)c2c(=O)n1Cc1ccco1	-0.03	i	6.4
COc1ccc(Cl)cc1C(=O)NNC(=O)CN1C(=O)C2CC=CCC2C1=O (stereo not given)	0.2	i	-1.2
CCOC(=O)c1c(CN(CC)CC)oc2ccc(OC)cc12	0.05	i	-1.4
CCOC(=O)C1CCCN(C(=O)CCC(=O)Nc2ccc3nc(N4CCOCC4)cc(C)c3c2)C1 (stereo not given)	-1.5	i	1.3
COc1ccc([N+](=O)[O-])cc1NC(=S)NC(NC(=O)C(c1ccccc1)c1ccccc1)C(Cl)(Cl)Cl (stereo not given)	-0.18	i	-1.1
Cc1ccc(C)c2nc3sc(C(=O)N4CCCc5ccccc54)c(N)c3cc12	-1.3	i	-0.6

Arranged by formula weight (ascending): some entries from above
SMILES	Kir21 inh	KCNQ2 block	STK33 inh
CCn1c(NCc2ccccn2)nc2ccccc21	-0.06	i	0.7
CCOC(=O)c1c(CN(CC)CC)oc2ccc(OC)cc12	0.05	i	-1.4
COc1ccc(/C=C/c2cc(C(F)(F)F)[nH]c(=O)n2)cc1OC	-1.2	i	-2.0
CN1CCN(C(=O)c2cc3c(s2)-c2ccccc2S(=O)(=O)C3)CC1	0.17	i	0.6
CC1=C(C#N)c2nc(N)c(C#N)c(C)c2/C1=C\c1ccc(OCC(=O)O)c(Cl)c1	1.4	i	3.8
CCOC(=O)C1CCCN(C(=O)CCC(=O)Nc2ccc3nc(N4CCOCC4)cc(C)c3c2)C1 (stereo not given)	-1.5	i	1.3

Other records:
SMILES	Kir21 inh	KCNQ2 block	STK33 inh
CN(C)C(=O)c1ccc(NC(=O)COC(=O)C2CCN(S(=O)(=O)c3ccc4c(c3)OCCO4)CC2)cc1	-1.3	i	-1.4
O=C(COc1ccccc1)N1CCN=C1SCc1cccc(F)c1	0.56	i	2.1
COc1ccc(N2CCN(Cc3nc4c(c(=O)n(C)c(=O)n4C)n3CC(C)=O)CC2)cc1	0.41	i	1.3
O=C(/C=C/c1ccc(NC(=O)c2ccccc2-c2ccccc2C(=O)O)cc1)c1ccccc1	3.8	i	-3.4
COc1ccccc1N(CC(=O)NC1CCCCC1)S(=O)(=O)c1ccccc1	-0.13	i	-0.8
CCc1cc(C(=O)N2CCCC(C(=O)c3cccc4ccccc34)C2)n(C)n1 (stereo not given)	-3.1	i	-0.6
Cc1ccc(CSc2nnc(-c3ccco3)o2)cc1	-0.84	i	-0.6
O=C(CSc1nnnn1-c1ccc(Cl)cc1)NC(=O)Nc1ccc2c(c1)OCCO2	-0.72	i	-0.4
CCOC(=O)N1CCN(C(=O)Nc2sc3nc4n(c(=O)c3c2C)CCC(C)CC4)CC1 (stereo not given)	1.5	i	-2.0
COc1cccc(C2NC(=O)NC(C)=C2C(=O)Nc2ccccc2C)c1 (stereo not given)	0.13	i	.
Cc1cc(C(=O)Nc2ccc(N3CCCCC3)cc2)no1	0.95	i	-0.5
CCn1c(N2CCN(S(=O)(=O)CC)CC2)nc2ccccc21	-0.88	i	-1.6
Cc1ccc(C(=O)N2CCc3ccccc3C2)cc1S(=O)(=O)N1CCOCC1	-0.85	i	-2.0
CCC(CO)n1cnnc1-c1ccncc1 (stereo not given)	-1.5	i	-2.6
Cc1ccc(S(=O)(=O)CCC(=O)Nc2ccc3nc(C)sc3c2)cc1	-0.72	i	-2.2
CN(C)S(=O)(=O)c1ccc(C(=O)Nc2nc(-c3cc4ccccc4o3)cs2)cc1	-0.32	i	-0.1
O=C(CCS(=O)(=O)c1ccccc1)OCc1ccc([N+](=O)[O-])cc1	0.43	i	-1.3
COCc1c(C#N)c(NCc2cc(OC)c(OC)c(OC)c2)nc(C)c1[N+](=O)[O-]	0.24	i	-0.4
CCc1ccc(N2CC(C(=O)NCCC3=CCCCC3)CC2=O)cc1 (stereo not given)	0.41	i	1.0
O=C(CN1CCC(NC(=O)c2cccc(F)c2)CC1)Nc1ccc(Br)cc1	0.05	i	4.8
COc1ccc(/C=C2\CCC(C3CCCC3)C2=O)cc1Cn1nc(C)cc1C (stereo not given)	0.33	i	-0.9
COc1cc2c(cc1OC)CN(C(=O)c1ccc3[nH]c(C)c(C)c3c1)CC2	-0.05	i	-1.9
Cc1oc2c(c(C)cc3oc(=O)c(CC(=O)NCCCN4CCCC4=O)c(C)c32)c1C	0.01	i	16
COc1ccc(CNC(=O)c2ccc3oc(C(C)C)nc3c2)cc1	-0.58	i	7.5
CCC(C)NCC(O)COCc1ccc(Cl)cc1 (stereo not given)	0.04	i	0.0

The listing continues.
SMILES	Kir21 inh	KCNQ2 block	STK33 inh
O=C(c1ccc([N+](=O)[O-])cc1[N+](=O)[O-])N1CCc2ccccc21	0.34	i	-0.2
Cc1nn(C)cc1/C=C(/C#N)C(N)=O	0.1	i	-0.9
CC1CCN(C(=O)Cn2cc(C(=O)c3ccco3)c3ccccc32)CC1	-0.38	i	1.0
NS(=O)(=O)c1ccc(NCC2COc3ccccc3O2)c([N+](=O)[O-])c1 (stereo not given)	-0.07	i	-0.7
COC(=O)c1cc(S(=O)(=O)NCCCN2CCCC2=O)cn1C	-1.2	i	-0.7
CCC1CCC(C(=O)NC(CCSC)C(=O)NCCc2ccc(S(N)(=O)=O)cc2)CC1 (stereo not given)	-1.4	i	0.8
COC(=O)c1cn(NC(=O)c2cccnc2)c(=O)c2ccccc12	3	i	-1.7
O=C1CNC(=S)N1CCc1ccccc1Cl	0	i	-0.6
Cc1ccc(-c2csc(NC(=O)c3ccc4c(=O)n5c(nc4c3)CCCCC5)n2)cc1	0.74	i	0.4
O=C1c2ccccc2NC(c2ccc(O)c(O)c2)N1c1ccccc1Cl (stereo not given)	0.56	i	-1.3
COc1ccc(CC(=O)NCC2CCCN(Cc3ccc(SC)cc3)C2)cc1 (stereo not given)	-0.63	i	1.2
COc1ccc(OCC(=O)Nc2ccc3c(c2)OCO3)cc1	0.16	i	0.5
O=c1nc(-c2ccccc2)cc(C(F)(F)F)[nH]1	1	i	-2.3
Cc1cccc(N(CC(=O)NC(C)(C)C)C(=O)CS(=O)CC(=O)Nc2ccc(F)cc2)c1 (stereo not given)	0.03	i	-2.2
CN1CCN(C(=O)/C=C/c2ccc([N+](=O)[O-])o2)CC1	0.5	i	.
O=C(O)c1ccc(S(=O)(=O)NCc2cccnc2)cc1	0.36	i	-0.2
COc1cccc(NC(=S)Nc2ccc(Br)cc2Cl)c1	-0.49	i	0.1
Cc1ccc(NC(=O)CC2C(=O)NCCN2C(=O)c2ccc(F)cc2)cc1 (stereo not given)	1.3	i	0.3
CCCn1c(=O)c2c(nc3n2CC(C)CN3Cc2ccccc2)n(C)c1=O (stereo not given)	-0.01	i	1.0
COc1ccc(C(O)(CCC(C)C)C(CN2CCOCC2)c2ccc(Cl)cc2)cc1 (stereo not given)	-0.04	i	-1.1
COCCNc1nc(N)c([N+](=O)[O-])c(N2CCCCCC2)n1	0.34	i	0.3
CC(C)Oc1ccc(S(=O)(=O)N2CCCCC2)cc1NC(=O)CC1OC(=O)c2ccccc21 (stereo not given)	2	i	0.8
N#C/C(=C\c1c[nH]c2ccccc12)c1nnc2n1CCCCC2	1	i	-3.2
O=S(=O)(c1ccccc1)c1nc(-c2ccccc2)oc1N1CCOCC1	1.2	i	-1.1
COCCCNC(=O)CCc1ccccc1	-0.01	i	-1.2

An excerpt of these results, as comma-separated lines:
Molecule,Kir21 inh,KCNQ2 block,STK33 inh
CCc1cc(C(=O)N2CCCC(C(=O)c3cccc4ccccc34)C2)n(C)n1 (stereo not given),-3.1,i,-0.6
Cc1ccc(CSc2nnc(-c3ccco3)o2)cc1,-0.84,i,-0.6
O=C(CSc1nnnn1-c1ccc(Cl)cc1)NC(=O)Nc1ccc2c(c1)OCCO2,-0.72,i,-0.4

The main list resumes; the 2 compounds before the break are reprinted first.
SMILES	Kir21 inh	KCNQ2 block	STK33 inh
O=S(=O)(c1ccccc1)c1nc(-c2ccccc2)oc1N1CCOCC1	1.2	i	-1.1
COCCCNC(=O)CCc1ccccc1	-0.01	i	-1.2
COc1cccc(C(NC(=O)c2ccccc2F)NC(=O)c2ccccc2F)c1	0.07	i	-1.9
Cc1cccc(C(=O)OCC(=O)Nc2nccs2)c1	1.3	i	-3.6
CCc1ccc(C(=O)C(C)OC(=O)c2nn(C)c(=O)c3ccccc23)cc1 (stereo not given)	-3	i	0.1
O=C(N(c1ccccn1)c1ccccn1)C12CC3CC(CC(Cl)(C3)C1)C2	1.3	i	-0.5
Cc1nn(C)cc1C(=O)Nc1c(C)nn(Cc2ccccc2Cl)c1C	-1.1	i	-1.6
Cc1ncsc1CCOC(=O)c1ccc([N+](=O)[O-])cc1	0.55	i	-1.2
COc1cccc(NC(=S)NCc2ccncc2)c1	-0.88	i	-0.7
COc1ccc(N(C(=O)c2cc3ccccc3oc2=O)C2C=CS(=O)(=O)C2)c(OC)c1 (stereo not given)	-1.7	i	-1.1
Cc1ccc(/C(N)=N/OC(=O)CCC2CCCCC2)cc1	-0.63	i	0.0
COc1cc(/C=N/Nc2ncnc3sc4c(c23)CCC4)ccc1O	1.2	i	.
Cc1ccc(S(=O)(=O)c2c(C(=O)c3ccccc3)cnc3cc4c(cc23)OCCO4)cc1	2.2	i	-1.3
O=C(CN1CCN(C(=O)C2CCCO2)CC1)Nc1ccc(Cl)c(Cl)c1 (stereo not given)	-0.93	i	-1.2
COc1ccc(CN2CCC(C(=O)N3CCN(c4ccccc4F)CC3)CC2)cc1OC	0.36	i	-1.4
CC(C)(C)C1CCC2(CC1)C(Nc1cccc(C(F)(F)F)c1)=NC(=S)N2CC#N (stereo not given)	-0.21	i	-4.2
CCn1ccnc1CNC(=O)CC1C(=O)NCCN1CC(c1ccccc1)c1ccccc1 (stereo not given)	0.51	i	-0.6
Cc1cccc(C)c1NC(=O)CS(=O)CC(=O)Nc1ccc(F)cc1F (stereo not given)	-0.14	i	-0.8
O=C(Cc1c[nH]c2ccccc12)NCc1ccncc1	-0.31	i	-1.4
COC(=O)c1ccc(-c2nc(CN3CCC(C(=O)N4CCOCC4)CC3)c(C)o2)cc1	-1.5	i	-1.2
CC(=O)Nc1cc[n+](C(C)C(=O)c2ccc(Br)cc2)cc1 (stereo not given)	-0.58	i	-3.0
COc1ccccc1CNC(=O)c1ccccc1N	0.26	i	-2.3
Cc1cnc(=O)[nH]c1SCc1ccc(C(F)(F)F)cc1	-0.05	i	-1.3
CCOc1ccccc1N(CC(=O)OC)S(=O)(=O)c1ccccc1	0	i	0.4
COc1ccc(CNS(=O)(=O)c2ccc(-c3ccc(=O)[nH]n3)s2)cc1OC	1	i	0.8
O=C(NC1CCCCC1)c1cc2nc3c(c(C(F)(F)F)n2n1)CCCC3	-0.33	i	4.6
COc1ccccc1NC(=O)c1ccc(Cl)c(S(=O)(=O)N2CCOCC2)c1	-2.2	i	1.3

Further structures:
SMILES	Kir21 inh	KCNQ2 block	STK33 inh
N#CCCc1cccc(CCC#N)c1	0.32	i	-0.8
CC(C)Nc1cc(N2CCCC2)ccc1[N+](=O)[O-]	2.4	i	-0.5
O=C1Nc2ccccc2S/C1=C/c1cccs1	-0.87	i	-1.6
CC(C)c1ccc(NC(=O)C2CC2c2ccccc2)cc1 (stereo not given)	0.45	i	-0.3
CC(=O)NCCc1nc2ccccc2n1Cc1ccc(C)cc1	-0.95	i	-0.7
O=C1CC(N2CCN(Cc3ccc4c(c3)OCO4)CC2)C(=O)N1c1cccc2ccccc12 (stereo not given)	-0.22	i	-1.3
O=C(O)CC1S/C(=N/N=C/C=C/c2ccccc2)NC1=O (stereo not given)	-0.81&0.42	i	-2.1&-2.1
CCOc1ccc(N(CC(=O)N2CCCCC2)S(=O)(=O)c2ccc(Cl)cc2)cc1	-1.3	i	-1.2
